Bioassay records (PubChem BioAssay)
pCIP destab – lowers stability of the mouse p/CIP coactivator protein | AID 1984 | Q05BA5 | F442A p/CIP-EGFP cells, EGFP fluorescence, 16 h | actives 0.01% (n = 290,000) | decrease of EGFP signal, % at 10 µM;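 active = EGFP signal decrease of at least 30% at 10 µM or well 3 SD below plate mean, unless failing retest; inactive = the rest, including hits failing retest or dose response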; also: some compounds called inactive have numbers as strong as hits; many of its hits are not listed in these tables
MEKK3 PB1 HTS – raises or lowers MEK5 binding to the human MEKK3 PB1 domain; actives 1.4% (n = 290,000); AID 1529; Q99759; bead-based flow cytometry, Alexa488-MEK5 binding to MEKK3; actives lie on both sides; 0 = blocked by unlabeled MEK5, 100 = vehicle; binding response (% of control), % at 10 µM;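 active = binding response more than 3 SD above or below the average of its plate-row segment, actives on both sides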;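 also: Alexa488 bead fluorescence after subtracting the streptavidin-only scavenger bead signal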
Target sequence (Q99759 whole entry, looked up, the tested form may be a part): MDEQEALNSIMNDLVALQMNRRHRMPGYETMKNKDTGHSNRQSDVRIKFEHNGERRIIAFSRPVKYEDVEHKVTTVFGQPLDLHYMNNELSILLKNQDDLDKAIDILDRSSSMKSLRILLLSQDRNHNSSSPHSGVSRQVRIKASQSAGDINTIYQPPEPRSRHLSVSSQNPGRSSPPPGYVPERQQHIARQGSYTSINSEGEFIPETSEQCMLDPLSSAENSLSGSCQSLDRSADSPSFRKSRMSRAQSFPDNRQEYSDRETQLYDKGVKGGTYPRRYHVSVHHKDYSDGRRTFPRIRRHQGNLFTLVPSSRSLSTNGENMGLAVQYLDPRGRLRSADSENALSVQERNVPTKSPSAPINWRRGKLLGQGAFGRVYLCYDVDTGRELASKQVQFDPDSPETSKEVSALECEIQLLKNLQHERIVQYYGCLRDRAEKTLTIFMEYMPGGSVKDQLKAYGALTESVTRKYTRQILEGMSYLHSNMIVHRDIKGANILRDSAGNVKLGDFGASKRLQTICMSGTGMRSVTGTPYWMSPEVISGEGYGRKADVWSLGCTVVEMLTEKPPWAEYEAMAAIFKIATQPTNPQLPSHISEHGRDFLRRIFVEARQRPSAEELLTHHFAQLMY
VIM-2 inh – inhibitors of Pseudomonas aeruginosa VIM-2 metallo-beta-lactamase; AID 1527; actives 0.89% (n = 290,000); purified VIM-2, nitrocefin hydrolysis, epi-absorbance fluorescence; inhibition, % at 5.6 µM;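 active = inhibition above the mean of all tested compounds plus 3 SD, cutoff set per screening run, cut at about 7.5% in these data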;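 also: red hydrolysis product quenches plate fluorescence so inhibitors raise well fluorescence; 0% = enzyme with DMSO and 100% = DMSO without enzyme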
DNA FID counter – counter-screen for HCV NS3 helicase inhibitors: DNA intercalator displacement; DNA fluorescent intercalator displacement, fluorescence; AID 1845; inhibition, % at 7.9 µM; actives 0.17% (n = 290,000); in the data active = inhibition above about 37%;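 also: 0% = vehicle and 100% = reference compound; higher means more ethidium bromide displaced from hairpin DNA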
IDE cell activ – boosts human insulin-degrading enzyme activity in HEK cells; FAbeta-B cleavage, fluorescence polarization; 0% vehicle, 100% cell-free pure enzyme wells; AID 493087; activation, % at 5.96 µM; actives 0.073% (n = 340,000);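 active = activation above the mean of all tested compounds plus 3 SD, set per screening campaign, cut at about 17% in these data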
PHOSPHO1 block – blocks human PHOSPHO1 phosphatase activity; Q8TCT1; recombinant PHOSPHO1, absorbance phosphatase assay; inhibition, % at 13.3 µM; actives 1.1% (n = 290,000); in the data active = inhibition above about 60%
Target sequence (Q8TCT1 whole entry, looked up): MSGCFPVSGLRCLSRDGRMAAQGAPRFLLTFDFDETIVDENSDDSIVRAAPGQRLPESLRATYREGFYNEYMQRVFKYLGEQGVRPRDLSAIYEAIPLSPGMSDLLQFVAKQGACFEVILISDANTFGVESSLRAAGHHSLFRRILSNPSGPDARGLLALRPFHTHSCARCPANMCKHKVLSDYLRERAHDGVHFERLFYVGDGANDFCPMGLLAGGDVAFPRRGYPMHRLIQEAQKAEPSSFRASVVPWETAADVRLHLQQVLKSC
UBC9 SUMO inh – inhibitors of human SUMOylation (UBC9). P63279. HTRF SUMOylation assay, SAE1/SAE2 + UBC9, in vitro. inhibition, % at 35 µM. actives 0.36% (n = 290,000). AID 2006; in the data active = inhibition above about 50%, passing the limit was not always enough; also: strong numbers were not always called active
Target sequence (P63279 whole entry, looked up): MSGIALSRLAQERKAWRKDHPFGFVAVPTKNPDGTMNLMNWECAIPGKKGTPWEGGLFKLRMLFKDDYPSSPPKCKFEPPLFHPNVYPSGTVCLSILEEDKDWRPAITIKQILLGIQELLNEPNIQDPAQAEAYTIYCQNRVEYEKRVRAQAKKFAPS
NS3 helicase inh – HCV NS3 helicase inhibition. NS3 helicase DNA unwinding, Cy5 molecular beacon fluorescence. inhibition, % at 10.9 µM. actives 0.56% (n = 290,000);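 active = inhibition above the mean of all tested compounds plus 3 SD, set per campaign, cut at about 35% in these data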;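 also: 0% = DMSO wells and 100% = thioflavine S control wells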
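System: Hepatitis C virus NS3 helicase domain fragment enzyme | Reagent: Annealed dual-labelled DNA beacon duplex, ATP-started | Compound dosing: 10.9 µM single point, 0.8% DMSO | Incubation: 1 h reaction at 25 °C, ATP-initiated | Technique: Cy5 fluorescence | Evaluation: Percent inhibition from t60/t0 fluorescence ratio | Benchmarks: Low DMSO, high thioflavine S at 110 µM | Replication: Singlicate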
IMP-1 inh – inhibitors of Pseudomonas aeruginosa IMP-1 metallo-beta-lactamase; purified IMP-1, nitrocefin hydrolysis, epi-absorbance fluorescence; AID 1556; inhibition, % at 5.6 µM; actives 0.45% (n = 290,000);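 active = inhibition above the mean plus 3 SD of all compounds in the same screening run, cut at about 4.5% in these data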;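 also: 0% = IMP-1 with DMSO and 100% = DMSO wells lacking enzyme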
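System: Purified recombinant IMP-1 metallo-beta-lactamase enzyme | Measured by: Fluorescence quenching readout, ex 480/em 530 nm | Replication: Singlicate | Incubation: 15 min preincubation plus 25 min reaction at 25 °C | Evaluation: Percent inhibition from optical density relative to buffer-blank wells | Benchmarks: DMSO with and without IMP-1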
Starred values were filed as active, the others as inactive; . = not tested or not shown; [ ] = dose if it differs, or a comment. A portion of the library (hit frequency here may not be typical).

A first look (four entries):
cpd	Molecule	IMP-1 inh	PHOSPHO1 block	NS3 helicase inh	VIM-2 inh	IDE cell activ	UBC9 SUMO inh	DNA FID counter	MEKK3 PB1 HTS	pCIP destab
1	O=C(CSCc1ccc(Cl)cc1)Nc1cc([N+](=O)[O-])ccc1O	-2.4	41.1	15.3	-2.3	-0.4	13.7	-0.3	98.0	-11.7
2	CCCCN1C(=O)C(O)=C(C(C)=O)C1c1ccccc1 (stereo not given)	-1.4	9.4	-11.3	-2.7	2.5	7.8	-4.4	98.0	-5.2
3	CN1C(=O)CSc2ccc(NC(=O)N3CCOCC3)cc21	-2.3	-2.2	-1.5	-3.6	1.1	19.1	-5.9	97.0	-18.3
4	O=C1C(Cl)=C(N2CCCCC2)C(=O)C(Cl)=C1c1cnc(N2CCCCC2)s1	3.6	-13.6	27.5	1.1	1.7	58.6*	-15.4	62.0*[inhibitor]	0.0

The whole of this part, from the start:
cpd	Molecule	IMP-1 inh	PHOSPHO1 block	NS3 helicase inh	VIM-2 inh	IDE cell activ	UBC9 SUMO inh	DNA FID counter	MEKK3 PB1 HTS	pCIP destab
1	O=C(CSCc1ccc(Cl)cc1)Nc1cc([N+](=O)[O-])ccc1O	-2.4	41.1	15.3	-2.3	-0.4	13.7	-0.3	98.0	-11.7
2	CCCCN1C(=O)C(O)=C(C(C)=O)C1c1ccccc1 (stereo not given)	-1.4	9.4	-11.3	-2.7	2.5	7.8	-4.4	98.0	-5.2
3	CN1C(=O)CSc2ccc(NC(=O)N3CCOCC3)cc21	-2.3	-2.2	-1.5	-3.6	1.1	19.1	-5.9	97.0	-18.3
4	O=C1C(Cl)=C(N2CCCCC2)C(=O)C(Cl)=C1c1cnc(N2CCCCC2)s1	3.6	-13.6	27.5	1.1	1.7	58.6*	-15.4	62.0*[inhibitor]	0.0
5	O=C(NCCCn1ccnc1)c1ccc(F)cc1	-0.5	14.9	10.4	-0.3	0.4	13.5	-0.3	100.0	9.5
6	CC1CCCCC1NC(=O)CN1C(=O)NC(Cc2ccccc2)(Cc2ccccc2)C1=O (stereo not given)	-3.7	-1.3	3.7	-0.2	5.5	17.2	-7.3	.	-8.8
7	CCN(CC)C(=O)CSC1=Nc2ccccc2C2=NC(Cc3c[nH]c4ccccc34)C(=O)N12 (stereo not given)	-1.5	-11.3	-2.4	-0.7	3.9	-7.5	-26.0	99.0	9.0
8	COc1ccc(S(=O)(=O)Nc2ccccc2C(=O)N2CCOCC2)cc1C	-0.5	-11.5	14.2	0.3	-1.6	-2.6	-2.4	104.0	-10.1
9	CC(C)c1nc2oc3c(N(C)CCO)ncnc3c2c2c1CCC2	-1.4	20.3	-6.1	1.3	-2.6	19.6	-18.7	92.0	-6.0
10	CCCOC(=O)NC1CCS(=O)(=O)C1 (stereo not given)	-2.5	40.7	6.8	-1.8	2.7	-1.4	-5.0	92.0	-0.3
11	Cc1ccc(C(C)C)cc1S(=O)(=O)NCc1cccnc1	-5.6	-3.4	-8.1	-0.3	-1.7	-19.6	-15.4	102.0	-5.4
12	CCCCCCNC(=O)CNC(=S)N(Cc1cccs1)C1CCCCC1	-4.5	11.4	-6.8	1.2	-1.1	-14.8	-37.0	100.0	1.0
13	Cc1ccc(N(CC(=O)NCC(O)c2ccccc2)S(=O)(=O)c2ccc(C)cc2)cc1 (stereo not given)	-0.7	14.4	-2.6	-0.7	1.2	-8.8	-43.2	100.0	-6.2
14	CCn1c2ccccc2c2nn(C)c(=N)nc21	-2.1	-31.2	2.9	-1.7	5.8	4.9	-2.0	112.0	-1.1
15	O=c1nc2scc(-c3ccccc3)n2c2ccccc12	-1.4	8.7	-3.3	0.2	-0.8	7.6	0.8	87.0	0.4
16	CCOc1ccc(N/C=C/C(=O)c2ccc3ccccc3c2)c([N+](=O)[O-])c1	-0.9	25.3	-0.3	0.5	-3.7	8.8	1.6	98.0	-1.7
17	COc1cccc(CN(C)CC(=O)NC(=O)NCc2ccco2)c1	-2.7	3.6	6.8	-2.1	0.0	-0.2	-7.7	103.0	2.2
18	CC(=O)NCCn1c(SCC(=O)NCc2ccco2)nc2ccccc2c1=O	-3.5	-21.7	4.6	-0.6	3.1	-9.3	-9.7	103.0	-8.1
19	O=C(N=C1SC2CS(=O)(=O)CC2N1c1ccc(OC(F)(F)F)cc1)C1CC1 (stereo not given)	-5.7	7.2	12.6	-2.2	-1.4	0.1	-25.2	100.0	13.1
20	Cc1cccc(C2Nc3ccccc3C(=O)N2CCc2ccccc2)n1 (stereo not given)	-1.1	-4.2	-7.8	0.0	-3.1	22.3	-9.8	98.0	-2.2
21	CC(C)NC(=O)c1ccc(CNC(=O)OCC(F)(F)F)cc1	-2.8	21.4	4.5	-5.4	1.1	-10.2	-5.5	106.0	5.4
22	CC1CCN(Cc2c(C(=O)N3CCc4ccccc4C3)nc3ccc(Cl)cn23)CC1	-3.8	27.6	-6.7	-1.2	5.6	-2.4	-9.4	99.0	-9.4
23	COc1ccc(OCC(=O)N2CCN(C(=O)COc3ccccc3)CC2)cc1	-3.5	2.1	3.5	0.4	-2.4	-9.3	-13.9	97.0	-8.0
24	Cc1ccnc2nc(C(=O)OCC(=O)c3c[nH]c4ccccc34)nn12	-1.6	36.8	-3.6	-1.8	0.4	7.0	-4.9	100.0	-4.8
25	COc1ccc(-c2noc(COc3ccc(Cl)c(C)c3)n2)cc1	-4.8	-14.1	0.0	-1.6	-1.5	-9.4	0.2	102.0	-11.5

Values by screen from the entries so far.
Compounds 5 to 11 in NS3 helicase inh, in turn: 10.4, 3.7, -2.4, 14.2, -6.1, 6.8, -8.1
Compounds 5 to 11 in MEKK3 PB1 HTS, in turn: 100.0, ., 99.0, 104.0, 92.0, 92.0, 102.0
Compounds 5 to 11 in PHOSPHO1 block, in turn: 14.9, -1.3, -11.3, -11.5, 20.3, 40.7, -3.4

Next structures follow:
cpd	Molecule	IMP-1 inh	PHOSPHO1 block	NS3 helicase inh	VIM-2 inh	IDE cell activ	UBC9 SUMO inh	DNA FID counter	MEKK3 PB1 HTS	pCIP destab
26	CCOc1cc(C=C2C(=O)c3ccccc3C2=O)ccc1OCC(=O)Nc1ccc(C)cc1	-2.7	-6.4	0.2	-1.4	4.9	8.9	-2.1	105.0	-3.8
27	CSCC(=O)NS(=O)(=O)c1ccc(C)cc1	-3.0	6.0	8.4	-4.8	-0.2	-17.4	-3.4	89.0	-7.6
28	COC(=O)c1c(NC(=O)CN2C(=O)NC3(CCC(C(C)(C)C)CC3)C2=O)sc2c1CCCCC2 (stereo not given)	-0.7	-9.7	1.9	-0.8	-4.5	-0.1	0.8	104.0	2.4
29	CC1CCCC(C)N1C(=O)CSc1nnc(-c2c[nH]c3ccccc23)o1 (stereo not given)	-2.3	-10.0	-3.0	-1.3	0.6	10.0	-17.7	105.0	-9.2
30	Cc1ccc(-c2cc(C(F)(F)F)n3ncc(C(=O)N4CCCCC4c4cccnc4)c3n2)cc1 (stereo not given)	0.5	-6.8	-2.6	1.2	1.2	3.4	-0.7	94.0	7.1
31	COc1ccc(N2CCN(CC(O)COc3cc(C)cc(C)c3)CC2)cc1 (stereo not given)	0.6	5.5	-50.8	-2.0	5.6	-7.9	22.8	98.0	5.4
32	Cc1ccc(S(=O)(=O)N[C@@H](CC(C)C)C(=O)N2CCC(C(=O)N[C@H](C(=O)O)C(C)C)CC2)cc1	-2.8	13.1	15.2	-0.3	-0.5	-4.0	-33.9	102.0	11.5
33	O=C(Nc1ccnn1C1CCN(Cc2ccccc2)CC1)C1CCOC1 (stereo not given)	-2.8	18.5	-6.3	-0.2	-0.6	4.6	-1.8	102.0	-14.5
34	CCOC(=O)c1cc2n(c1N)-c1ccccc1C2=O	0.7	-3.3	8.0	0.7	0.4	13.0	-6.4	102.0	-8.7
35	CC(=O)O[C@H]1CC(C)(C)C(=C=C/C(C)=C/C=C/C(C)=C/C=C/C=C(C)/C=C/C=C(\C)C(=O)C[C@@]23O[C@]2(C)C[C@@H](O)CC3(C)C)[C@](C)(O)C1	.	17.7	.	.	.	16.0	.	92.0	-14.5
36	CCCOc1cccc(C(=O)NC(=S)Nc2ccccc2)c1	-1.7	1.0	3.3	-1.0	2.6	-1.1	-4.6	127.0	-14.2
37	CCOc1ccccc1C(=O)Nc1cccc2cccnc12	1.3	.	-9.0	1.9	2.6	14.2	-16.8	104.0	4.8
38	CCOC(=O)C1=C(N)OC2=C(C(=O)CC(C)(C)C2)C1c1ccc(CC)s1 (stereo not given)	-2.6	-5.3	0.0	-2.6	-2.9	-14.6	-5.2	40.0*[inhibitor]	-0.9
39	CC1CCCCN1C(=O)Cn1cc(C(=O)c2ccco2)c2ccccc21 (stereo not given)	-1.5	-26.6	38.3*	0.6	1.7	22.4	-23.2	111.0	-15.5
40	COCC(=O)OCc1cc2cccc(C)c2[nH]c1=O	-1.6	15.9	-15.7	-2.0	6.8	2.3	-4.0	88.0	-10.5
41	COc1ccc(C(=O)NCc2cc3ccccc3n2C)cc1	-1.2	20.1	-6.2	0.6	-1.9	8.2	-12.2	99.0	11.6
42	CCN(CC)C(=O)c1sc2nc(-c3cccs3)cc(-c3ccc(Cl)cc3)c2c1N	-1.8	16.2	25.4	1.1	-3.6	7.5	-23.2	101.0	-16.7
43	S=C(c1ccc(-c2cc(Cl)ccc2Cl)o1)N1CCCCC1	-0.5	12.1	1.2	2.1	2.6	8.5	-4.4	103.0	-23.3
44	O=C(CN1C(=O)C2C3C=CC(C3)C2C1=O)NCC1COc2ccccc2O1 (stereo not given)	-3.5	1.7	5.2	-1.0	6.3	-17.7	-1.9	118.0	10.8
45	CCCC12CN(C(=O)c3ccco3)CC(CCC)(CN(C(=O)c3ccco3)C1)C2=O	-0.4	14.4	2.1	-0.9	7.5	-1.2	-24.6	99.0	-0.8
46	CCN(CC)S(=O)(=O)c1ccc(Cl)c(NC(=O)CCCCl)c1	-5.4	1.8	-11.0	-2.8	-1.2	0.5	-1.1	94.0	-7.8
47	COc1cc(OC)cc(C(=O)N=c2sc3ccccc3n2C)c1	-3.7	30.3	-0.5	-0.6	-4.9	3.7	-9.3	102.0	12.6
48	COc1ccc(CN(C(=O)c2snc(C(N)=O)c2N)C(C(=O)NC2CCCC2)c2ccco2)cc1 (stereo not given)	-2.1	15.0	-4.3	-1.0	3.6	-39.2	-36.9	103.0	7.5
49	O=C(NCCCn1ccnc1)/C(=C/c1ccco1)NC(=O)c1ccccc1	-1.0	.	-3.8	-3.5	0.7	.	3.1	106.0	.
50	CS(=O)(=O)N(CCCC(=O)N1CCCCCC1)c1cccc(Cl)c1	-2.9	52.1	0.5	-1.5	1.5	3.7	-33.4	119.0	-19.8
51	CCOC(=O)C1CCCN(C(=O)c2cccc([N+](=O)[O-])c2C)C1 (stereo not given)	-4.7	41.8	6.7	-3.4	3.0	-0.7	-7.9	98.0	-2.5
52	COc1ccc(-n2c(-c3ccc(Cl)cc3)c[n+]3c2CCCCC3)cc1	-1.3	-35.4	-7.5	-1.1	3.7	16.6	-0.4	103.0	-4.4
